Screens: PubChem BioAssay, Columbia University Molecular Screening Center
Htt clearance = compounds clearing mutant huntingtin protein | HeLa Exon1htt(103Q)mCFP, aggregate imaging; zero = plate's median compound well | inhibition, % at 1.5 µM | actives 0.42% (n = 47,000) | AID 853;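 active = inhibition of aggregate fluorescence above about 70%, also judged a hit by eye on the cell image, limit read from the data, passing the limit was not always enough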;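 note: cells exposed to compound for three days before fixation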
Htt clearance grain fraction = recorded beside Htt clearance, whose call it bears; fraction fluorescence in grains; measured here: aggregate grain fluorescence fraction; active compounds read low;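 scaled fraction of total cell fluorescence in grains with unit not stated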
* hit, by the source's call. This is a subset, so the mix of outcomes need not match the whole.

The opening 4 compounds as a preview:
SMILES | Htt clearance | Htt clearance grain fraction
CCOC(=O)c1[nH]c2ccccc2c1N=CN(CC)CC | 46.1 | 23.1
CCc1cc(=O)oc2c(C)c(OCC(=O)N3CCCc4ccccc43)ccc12 | 28.2 | 16.8
Cc1nc2ccc(S(=O)(=O)NCC(=O)N3CCCCC3)cc2s1 | -30.6 | 26.3
CCCc1cc(=O)[nH]c(/N=C(/NC(=O)C(C)N2C(=O)c3ccccc3C2=O)Nc2ccccc2)n1 (stereo not given) | 7.9 | 16.6

The whole of this part, previewed entries included:
SMILES | Htt clearance | Htt clearance grain fraction
CCOC(=O)c1[nH]c2ccccc2c1N=CN(CC)CC | 46.1 | 23.1
CCc1cc(=O)oc2c(C)c(OCC(=O)N3CCCc4ccccc43)ccc12 | 28.2 | 16.8
Cc1nc2ccc(S(=O)(=O)NCC(=O)N3CCCCC3)cc2s1 | -30.6 | 26.3
CCCc1cc(=O)[nH]c(/N=C(/NC(=O)C(C)N2C(=O)c3ccccc3C2=O)Nc2ccccc2)n1 (stereo not given) | 7.9 | 16.6
Cn1c(CCN2CCOCC2)nc2cc(NC(=O)COc3ccc(Cl)cc3)ccc21 | -10.4 | 37.8
CCOC(=O)C1=C(C)NC(C)=C(C(=O)OCC)C1C(=O)OCC(=O)N1CCc2ccccc21 | -17.1 | 24.2
O=C(NCc1cccnc1)c1ccc(CN2CCc3ccccc3C2)cc1 | 30.1 | 13.8
O=C(Nc1ccc(F)cc1F)c1ccc(COc2c(F)c(F)cc(F)c2F)o1 | -22.5 | 23.5

SMILES | Htt clearance | Htt clearance grain fraction
CCN(CC(=O)Nc1ccc2c(c1)OCCO2)Cc1cc(=O)oc2cc(C)c(C)cc12 | -11.1 | 21.2
CN(Cc1nc(-c2cccnc2)no1)S(=O)(=O)c1ccccc1 | 45.4 | 10.6
CC12CCC(C(=O)O)(c3nc(C#N)c(C#N)nc31)C2(C)C (stereo not given) | -8.7 | 17.8
Cc1ccc2c(CC(=O)Nc3nc(C)cs3)coc2c1 | -36.2 | 58.9
Cc1nnc(SCCC#N)n(CCC#N)c1=O | 39.6 | 13
O=C1NC(=O)C(c2cn(-c3ccccc3)nc2-c2ccc(F)cc2)N1 (stereo not given) | -9.6 | 21.1
Cc1ccc(Cn2c(=O)c3c(nc4n3CCCN4Cc3ccccc3)n(C)c2=O)cc1 | 45.1 | 22.1
COc1ccc(-n2nc3c(c2NC(=O)C2CC2)CS(=O)C3)cc1 (stereo not given) | 37.5 | 10.5

One compound at a time, as listed above:
Profile of Cc1ccc(Cn2c(=O)c3c(nc4n3CCCN4Cc3ccccc3)n(C)c2=O)cc1 : Htt clearance: 45.1; Htt clearance grain fraction: 22.1
Profile of Cc1ccc2c(CC(=O)Nc3nc(C)cs3)coc2c1 : Htt clearance: -36.2; Htt clearance grain fraction: 58.9
Profile of CC12CCC(C(=O)O)(c3nc(C#N)c(C#N)nc31)C2(C)C (stereo not given) : Htt clearance: -8.7; Htt clearance grain fraction: 17.8

(list continues)
SMILES | Htt clearance | Htt clearance grain fraction
CCOc1ccc2oc(-c3ccccc3)c(C(=O)N3CCN(CCO)CC3)c2c1 | -4.2 | 18.7
Cc1cccc(-c2noc(CN(C(=O)CCc3ccccc3)C(C)C)n2)c1 | -3.7 | 21.3
O=C(NCCc1cn2ccsc2n1)c1cccs1 | -67.5 | 56.2
COc1cccc(Oc2cn[nH]c2-c2ccc(OC)cc2O)c1 | -37.6 | 47.7
CCC(C)(C)n1nnnc1C(c1ccccn1)N1CCN(c2cccc(OC)c2)CC1 (stereo not given) | 54.3 | 8.85
O=S(=O)(c1cc(Cl)ccc1Cl)N1CCN(Cc2ccc3c(c2)OCO3)CC1 | 60.4 | 16.2
CSc1nc(-c2ccccc2)ccc1C(N)=O | -16.9 | 19.9
Cc1ccc2nc(-c3ccccc3)cc(C(=O)NCCCn3ccnc3)c2c1 | -11.8 | 32.7

SMILES | Htt clearance | Htt clearance grain fraction
CCCC(=O)C1=C(c2ccccc2)C(C#N)(C#N)C(C#N)=C1N | 30.8 | 14.4
CCOC(=O)c1c(C)[nH]c(C)c1C(=O)Cn1nnc(-c2ccccc2C)n1 | -75.3 | 33.6
CCCc1sc(N/N=C/c2ccccn2)nc1-c1ccc(F)cc1 | 81.9* | 3.51*
CC(=O)NN1C(=O)c2ccc(Oc3cccc([N+](=O)[O-])c3)cc2C1=O | 12.9 | 33.5
O=C(Cc1c[nH]c2ccccc12)OCC(=O)c1ccccc1 | -41.5 | 56.9
COc1cc(NC(=O)COc2ccc(-n3cnnn3)cc2)c(OC)cc1Cl | -12.8 | 23.2
Cc1nn(-c2ccccc2)c2sc(C(=O)N(CC(=O)NC(C)(C)C)Cc3ccco3)cc12 | -20.1 | 40.9
COc1ccc(CNc2nc3ccccc3n2CCN2CCOCC2)cc1 | 13.6 | 16.8

SMILES | Htt clearance | Htt clearance grain fraction
Cc1ccc(S(=O)(=O)NCC(=O)N(CCc2ccccc2)CC(=O)NCc2ccco2)cc1 | 13.8 | 29.4
O=C/C(=C\Nc1ccccn1)c1nc2ccccc2o1 | -12.2 | 20
COc1ccc(-n2nnnc2SCC(=O)N2CCCc3ccccc32)cc1OC | 64.4 | 6.51
COc1cc(SC)ccc1C(=O)Nc1ccon1 | 73.3* | 5.2*
Brc1ccc(CSc2ncn[nH]2)cc1 | 52.0 | 16.4
CCNC(=O)c1ccccc1NC(=O)c1cccc(S(=O)(=O)N2CCC(C)CC2)c1 | 39.5 | 13
Cn1nc(-c2ccc(Cl)cc2)c2cc(C(=O)N3CCN(c4ccccc4)CC3)sc21 | -9.3 | 49.3
COc1cc2ccc(=O)oc2c(O)c1OCC=C(C)C | -155.5 | 100

SMILES | Htt clearance | Htt clearance grain fraction
Cn1c(SCC(=O)N2CCCc3ccccc32)nnc1-c1ccccc1 | -60.1 | 30.6
COC(=O)c1ccccc1NC(=O)CN1CCC(NC(=O)c2ccc(C)cc2)CC1 | -4.9 | 35.8
O=C(CNS(=O)(=O)c1ccc(F)cc1)N1CCN(c2ccccc2)CC1 | -3.4 | 18.8
CCOCCOC(=O)c1cccc(NC(=O)OCC)c1 | 17.8 | 16.6
O=C1OC(Nc2ccc(F)cc2F)c2ccccc21 (stereo not given) | -21.1 | 51.1
O=C(CS(=O)(=O)Cc1ccccc1)N1CCc2ccccc21 | 23.0 | 14.3
N/C(=N\c1nc2ccccc2o1)NC(=O)c1ccccc1 | 10.3 | 16
CCC1=Nc2cc(C(=O)NCCCOC(C)C)ccc2Sc2ccccc21 | -17.3 | 24.7

SMILES | Htt clearance | Htt clearance grain fraction
O=C(NCC1CCCO1)Nc1cccc(Cl)c1 (stereo not given) | 23.4 | 14.2
CC(Oc1ccccc1)C(=O)Nc1ccc(C(N)=O)cc1 (stereo not given) | 62.5 | 7.4
CCOc1ccc(/C=C2/C(=O)N(c3ccc(OC)cc3)C(=S)N2CC(=O)OC)cc1OCC | 15.3 | 15.4
CNC(=O)CCCc1nc(-c2ccccc2Cl)no1 | 61.5 | 7.74
CCCc1nnc(SCC(=O)N2CCCCC2C)n1CC1CCCO1 (stereo not given) | 9.6 | 35.9
CCCCOc1ccc(-c2nc(=S)[nH][nH]2)cc1 | 5.7 | 22.2
CC(=O)N1c2ccccc2C(C)CC12CCCCC2 (stereo not given) | -17.4 | 24.1
COc1ccc(OCC(=O)N2CCN(C(=O)c3cccc4ccccc34)CC2)cc1 | 15.7 | 15.6

SMILES | Htt clearance | Htt clearance grain fraction
COc1ccccc1S(=O)Cc1ccc(C(=O)NCc2ccccc2Cl)o1 (stereo not given) | 23.5 | 37
Cc1n[nH]c(=O)nc1N1CCc2ccccc2C1 | 7.9 | 16.4
CCn1c(=O)c(C(=O)Nc2nc3ccccc3[nH]2)c(O)c2ccccc21 | 2.0 | 37.6
c1cc2nnnn2nc1N1CCCCCC1 | -46.1 | 28.1
CCCN(Cc1ccccc1)C(=O)Nc1ccc2c(c1)nnn2C | 4.7 | 20.3
OC(CN1CCOCC1)CN1CCOCC1 | 21.0 | 16
CCOP(=O)(c1ccc(N(C)C)cc1)C(O)c1cc(OC)c(OC)c(OC)c1 (stereo not given) | 11.5 | 16.4
CCn1c(SCC(=O)Nc2cc(C)on2)nnc1-c1ccc(S(=O)(=O)N2CCN(C)CC2)cc1 | 12.9 | 16.2

SMILES | Htt clearance | Htt clearance grain fraction
C/C(N)=C(/C#N)C(=O)COC(=O)c1ccncc1 | 18.7 | 29.2
COC(=O)c1c(C(C)=O)cnc2ccc(Br)cc12 | 7.6 | 17.7
CCOC(=O)C1CCCN(C(=O)CS(=O)(=O)Cc2ccccc2)C1 (stereo not given) | 9.0 | 17.9
O=C(NC1CCCCC1)c1sc(=S)n2c1[nH]c(=O)c1ccccc12 | 21.3 | 26.9
CCC(NS(=O)(=O)c1ccc(C)cc1)C(=O)N1CCN(c2ccccn2)CC1 (stereo not given) | -230.2 | 111
CSC1=C(C#N)C(c2ccc(C)cc2)C2=C(CCCC2=O)N1 (stereo not given) | -18.3 | 25
CCCOC(=O)/C(=C\c1ccc([N+](=O)[O-])o1)NC(=O)c1ccccc1 | -155.8 | 49.9
O=c1cc(NCc2ccco2)[nH]c(=O)n1-c1ccc(Br)cc1 | -0.2 | 19.1

SMILES | Htt clearance | Htt clearance grain fraction
Cc1nnc(NC(=O)c2cccc(F)c2)s1 | 21.3 | 15.9
COc1cc(NCCCCCCCN)c2ncccc2c1 | 32.1 | 13.2
COC(=O)Cn1cnc(=O)c(C#N)c1/C=C/N(C)C | -29.1 | 47.5
CCOC(=O)C1CCN(C(c2cc3cc(C)cc(C)c3[nH]c2=O)c2nnnn2C2CCCCC2)CC1 (stereo not given) | 15.5 | 14.2
Cc1cc(N(C)C)c(C#N)c(=O)[nH]1 | 22.7 | 24.5
CCNc1nc(SCCOc2ccc(C)cc2)nc(N(C)C)n1 | -32.2 | 49.7
CCc1nc2ccccc2c(C(=O)Oc2cccc3cccnc23)c1C | -44.0 | 62.2
CC(C)N(Cc1nc(-c2ccccc2)no1)C(=O)CCCN1C(=O)c2ccccc2C1=O | -22.6 | 23.2

A draw from above in order of SMILES length, largest number first:
SMILES | Htt clearance | Htt clearance grain fraction
Cc1ccc(Cn2c(=O)c3c(nc4n3CCCN4Cc3ccccc3)n(C)c2=O)cc1 | 45.1 | 22.1
COc1ccc(-n2nc3c(c2NC(=O)C2CC2)CS(=O)C3)cc1 (stereo not given) | 37.5 | 10.5
CCOC(=O)c1[nH]c2ccccc2c1N=CN(CC)CC | 46.1 | 23.1

Next section
SMILES | Htt clearance | Htt clearance grain fraction
c1ccc(-c2cnnc(N3CCOCC3)n2)cc1 | -17.2 | 46.3
Cc1cc(NC(=O)CSc2nc3ccccc3s2)no1 | -73.7 | 36.8
CC(=O)C1=C(C)Nc2ncnn2C1c1ccc(Cl)cc1 (stereo not given) | 20.8 | 14.4
CCOC(=O)CNC(=O)Cn1c(C)cc2ccccc2c1=O | -3.7 | 19.1
CCOCCOC(=O)C1=C(C)NC2=C(C(=O)CC(c3cccs3)C2)C1c1ccsc1 (stereo not given) | -1.8 | 41.3
CC(=O)OCCNC(=O)c1cc2ccccc2oc1=O | -39.1 | 25.5
COc1ccc(C(=O)n2nc(C)cc2C)cc1OC | -49.6 | 31.9
COc1cc(C(=O)Nc2ccc(-c3nc4cc(C)ccc4o3)c(O)c2)cc(OC)c1OC | 11.4 | 35.7

SMILES | Htt clearance | Htt clearance grain fraction
CC(C)CC(=O)NS(=O)(=O)c1ccc(N)cc1 | -29.8 | 23.1
COc1ccc(NC(=O)Cn2nc(C(F)(F)F)c3c2CCCC3)cc1OC | 22.5 | 13.6
CN(C)c1ccc(NC(=O)c2cc3c(=O)n4ccccc4nc3n2C)cc1 | 22.1 | 15
COC(=O)c1[nH]c2cccc(Cl)c2c1NC(=O)CN1CCN(CCO)CC1 | 53.7 | 17.6
O=C(c1ccccc1F)N(Cc1ccc(F)cc1)C1CCS(=O)(=O)C1 (stereo not given) | -37.0 | 28.5
Cc1cccc(N=C2Sc3nc4c(C)c(C)ccc4cc3CN2CCN2CCOCC2)c1 | 14.4 | 28.6
COc1ccc(N)cc1C#N | 12.2 | 32.4
COc1ccccc1N1CCN(CC(=O)c2c(C)[nH]c3cc(C)ccc23)CC1 | -5.6 | 31.6

Next section; it opens with the two that closed the last part.
SMILES | Htt clearance | Htt clearance grain fraction
COc1ccc(N)cc1C#N | 12.2 | 32.4
COc1ccccc1N1CCN(CC(=O)c2c(C)[nH]c3cc(C)ccc23)CC1 | -5.6 | 31.6
CCCCNC(=O)Nc1nnc(-c2ccc(OCC)cc2)o1 | 64.7 | 7.48
COc1ccc(NC2CS(=O)(=O)CC2OC(=O)c2ccc(F)cc2)cc1 (stereo not given) | -81.9 | 32.6
CCCCOc1ccc(-n2nc(C)cc2C)nn1 | 17.7 | 34.6
CCCCCC(=O)Nc1nc(C)c(-c2csc(Nc3cc(Cl)ccc3OC)n2)s1 | -47.5 | 57.3
